# From PubChem
# Epigenetic mod: derepresses silenced GFP locus in mouse C127i cells | 0.09% of 68,000 active | mouse C127i GFP locus derepression, cytometry, 30 h | Potency, µM (doses to about 46.1 µM), inactives show at the highest dose GFP derepression (activation); note: % of control where 0% means no effect
#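 Locus derepression in mouse mammary C127i cells whose integrated CMV-GFP reporter is normally silent; GFP expression after 30 h compound treatment was quantified by counting fluorescent cells.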
# HADH2 inhib: HADH2 (human) dehydrogenase inhibition; Q99714; AID 886; recombinant HADH2, NADH fluorescence, beta-hydroxybutyryl-CoA; Potency, µM (top dose mostly 57.1 µM), inactives show at the top dose activity change, negative = inhibition, hits mostly inhibitors; 3.4% of 73,000 active; note: potency is the fitted concentration of half-maximal effect; % is set by controls: 0 for no effect and ±100 for the full control effect; nearly all actives have a fitted effect of over 60% in size; many of its hits are not listed in these tables
# Target sequence (Q99714 whole entry, looked up, one chain of several): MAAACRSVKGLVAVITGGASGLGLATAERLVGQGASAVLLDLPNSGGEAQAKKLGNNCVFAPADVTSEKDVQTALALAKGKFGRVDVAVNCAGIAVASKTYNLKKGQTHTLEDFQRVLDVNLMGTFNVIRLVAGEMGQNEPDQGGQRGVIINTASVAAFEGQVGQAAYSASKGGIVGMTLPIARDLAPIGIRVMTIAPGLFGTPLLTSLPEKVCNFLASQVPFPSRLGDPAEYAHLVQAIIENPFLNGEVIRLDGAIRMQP
#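 20 nM HADH2 + cpd, 15 min RT; add 1 mM NAD+/90 uM beta-hydroxybutyryl-CoA; kinetic fluorescence 360/450 nm, 4 min. Tris-HCl pH 9.0, 0.01% Tween-20.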
# Pol III holo inh: inhibitors of bacterial DNA polymerase III holoenzyme. Potency, µM (top dose mostly 57.1 µM), inactives show at the top dose activity change, negative = inhibition. AID 603. reconstituted DNA polymerase III holoenzyme replication, biochemical. 0.25% of 71,000 active; note: potency is the fitted concentration of half-maximal effect; % is set by controls: 0 for no effect and ±100 for the full control effect
#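 Reconstituted *E. coli* holoenzyme (0.35 nM Pol III, 1 nM beta, 154 nM SSB, 2 nM primase) was preincubated with compound for 15 min at RT. Synthesis on 1.4 nM ssM13Gori ran 35 min, then was stopped with PicoGreen/EDTA and read as dsDNA fluorescence.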
# ALOX15 inhib: 15-hLO (ALOX15) enzyme inhibition; Potency, µM (doses to about 57.1 µM), for the others: top-dose activity change, negative = inhibition, most hits filed as inhibitors; 1.4% of 74,000 active; AID 887; purified 15hLO-1, xylenol orange hydroperoxide absorbance; P16050; note: potency is the fitted concentration of half-maximal effect; % is set by controls: 0 for no effect and ±100 for the full control effect; nearly all actives have a fitted effect of over 55% in size
# Target sequence (P16050 whole entry, looked up): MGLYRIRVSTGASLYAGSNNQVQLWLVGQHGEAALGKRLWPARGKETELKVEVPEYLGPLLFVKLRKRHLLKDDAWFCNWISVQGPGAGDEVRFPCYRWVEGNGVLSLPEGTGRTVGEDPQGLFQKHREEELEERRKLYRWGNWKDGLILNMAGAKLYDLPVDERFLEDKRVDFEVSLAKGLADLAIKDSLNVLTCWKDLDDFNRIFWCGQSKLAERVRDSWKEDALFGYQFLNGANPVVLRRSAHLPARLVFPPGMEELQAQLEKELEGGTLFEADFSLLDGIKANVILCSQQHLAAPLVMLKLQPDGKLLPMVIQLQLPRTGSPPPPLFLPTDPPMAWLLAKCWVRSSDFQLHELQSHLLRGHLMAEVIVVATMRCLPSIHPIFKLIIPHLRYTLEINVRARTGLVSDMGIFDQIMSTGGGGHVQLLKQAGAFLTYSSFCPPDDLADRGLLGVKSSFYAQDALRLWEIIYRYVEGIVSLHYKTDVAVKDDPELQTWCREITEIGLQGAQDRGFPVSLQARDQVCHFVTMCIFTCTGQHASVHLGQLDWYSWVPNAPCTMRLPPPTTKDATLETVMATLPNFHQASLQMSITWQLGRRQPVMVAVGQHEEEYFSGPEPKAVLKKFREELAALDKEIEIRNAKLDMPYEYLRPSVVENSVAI
#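 Readout: Fe(III)-xylenol orange absorbance, 573-to-405 nm ratio as reaction progress. Enzyme 40 nM purified human 15hLO-1, substrate 50 uM arachidonic acid, 6 min RT after 15 min compound preincubation; Hepes pH 7.5 buffer with Triton X-100.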
# Hsp90 Hop PPI: changes Hsp90-Hop TPR2A binding signal, up or down; Potency, µM (series often up to 57 µM), for inactives: top-dose activity change, negative = inhibition; AID 595; 0.44% of 71,000 active; AlphaScreen TPR2A-His6 binding biotin-Hsp90 C-terminal peptide; active = well fitted curve in either direction with a large enough effect; inconclusive = small, poorly fitted or top-dose-only effect, or another doubt; note: potency is the fitted concentration of half-maximal effect; % is set by controls: 0 for no effect and ±100 for the full control effect; many of its hits are not listed in these tables
# HBB splicing: hemoglobin beta splicing modulation | Potency, µM (highest dose often 46.1 µM), for inactives: at the highest dose activation, most hits filed as activators | 0.06% of 65,000 active | HBB splicing reporter cell assay, activation; EGFP reporter with mutant IVS2-654 intron; response scale: normalised to 500 nM splice-correcting PNA; note: potency is the fitted concentration of half-maximal effect; 0% is about no effect
#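 Compounds were applied for 2 days to HeLa EGFP-654 cells, 500/well in Optimem with 2% FCS. The reporter's EGFP is disrupted by mis-splicing of beta-globin intron IVS2-654. Readout: summed well GFP fluorescence from 488 nm laser scanning; reference was 500 nM antisense […] 654 PNA.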
# CRE-bla Fsk: modulators of forskolin-stimulated CRE signaling in CHO cells; CHO CRE-bla reporter (cAMP response element driving beta-lactamase), forskolin EC10, beta-lactamase ratio; Potency, µM (top dose mostly 38.2 µM), for the others: at the top dose activity change, negative = inhibition, hits mostly activators; 2.5% of 71,000 active; AID 662; active = well fitted activation curve with a large enough effect in the signal ratio, with a control signal flat, not every such curve was filed as active; inconclusive = small, poorly fitted or top-dose-only effect, or effect the other way, or a change in a side signal; the % refers to the signal ratio; note: potency is the fitted concentration of half-maximal effect; % of control where 0% means no effect
#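 The 460nm/530nm emission ratio after CCF4 loading defined %Activity, from which AC50 values were obtained. CRE-bla CHO cells received compound dilution series together with an EC10 level of NKH 477 for 3 hours at 37 degrees Celsius.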
# Ub-GFP proteasome: proteasome inhibitors stabilizing ubiquitin-GFP reporter | 67,000 tested, under 10 active | Potency, µM (doses to about 45.9 µM), for the others: top-dose activation (GFP accumulation), usual class: activators | Ubiquitin-GFP reporter cells, proteasome inhibition, GFP fluorescence; response scale: untreated = 0%, 10 µM MG-132 = 100%; active = well fitted activation curve with a large enough effect, not every such curve was filed as active; inconclusive = small, poorly fitted or top-dose-only effect, or another doubt; inactive = no such curve, though single readings can be large or run the other way; note: potency is the fitted concentration of half-maximal effect
#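 U2OS cells stably expressing ubiquitin(G76V)-GFP, seeded overnight in 0.5% FBS medium, were exposed to compounds (qHTS, 46 uM to 2.9 nM) for 4 hr at 37 °C. GFP-positive cells were counted by laser cytometry (488 ex/515 em), normalized between basal and 10 uM MG-132.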
# USP2a inhib: inhibitors of human ubiquitin-specific protease USP2a; AID 927; USP2a enzymatic assay, qHTS inhibition; 0.1% of 60,000 active; O75604; Potency, µM (series often up to 38.3 µM), for the others: top-dose activity change, negative = inhibition, most hits filed as inhibitors;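 note: potency is the fitted concentration of half-maximal effect; nearly all actives have a fitted effect of over 60% in size; plate controls were DMSO for no effect and NEM full inhibition control for full effect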
#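 20 nM USP2 core + cpd, 30 min RT; add 20 nM Ub-PLA2/20 uM NBD C6-HPC; read Ex460/Em535 at 0 h and 2.5 h. Normalized to NEM; qHTS curve fit/classification.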
# BRCT PPI green: blocks human BRCA1 BRCT binding to phosphopeptide, green readout | Potency, µM (titrated, usually from 76.9 µM), without a hit: at the top dose activity change, negative = inhibition, usual class: inhibitors | AID 875 | 0.05% of 75,000 active | BRCA1 BRCT-phosphopeptide binding, green fluorescence polarization;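 note: potency is the fitted concentration of half-maximal effect; plate controls were peptide without protein for full effect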
#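 Fluorescence polarization: His-tagged BRCT (~35 kDa BRCA1 C-terminus, 250 nM) bound to 100 nM fluorescein-labeled phosphorylated 10-aa BACH1 peptide, pH 7.3 phosphate buffer with DTT and Tween 20. Compounds incubated 12 min at room temperature; inhibition read as lowered polarization.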
# BRCT PPI red: disrupts BRCA1 BRCT binding to phosphoprotein, red fluorophore readout; P38398; BRCT-phosphopeptide binding, red fluorescence polarization; Potency, µM (titrated, usually from 76.9 µM), for inactives: top-dose activity change, negative = inhibition, hits mostly inhibitors; 0.03% of 75,000 active; AID 892; note: % is set by controls: 0 for no effect and ±100 for the full control effect
#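 Fluorescence polarization: 100 nM His-tagged BRCA1 BRCT with 100 nM TAMRA-labelled phospho-BACH1 decapeptide, phosphate buffer pH 7.3 with 150 mM NaCl, DTT, 0.01% Tween 20; 12 min RT. Binding inhibition seen as FP decrease.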
# The depositor's hits bear a star; ? = inconclusive; . = no result given; [ ] = dose if it differs, or a comment. Unless noted, calls come from the whole dose curve; as a rule, active = well fitted curve in the direction sought with a large enough effect; inconclusive = small, poorly fitted or top-dose-only effect, or another doubt; inactive = no such curve, though single readings can be large; an effect the other way counts as inactive or inconclusive.
# Results follow in this order: HBB splicing	HADH2 inhib	BRCT PPI red	Ub-GFP proteasome	CRE-bla Fsk	ALOX15 inhib	Pol III holo inh	Epigenetic mod	Hsp90 Hop PPI	BRCT PPI green	USP2a inhib
Cc1cc(C)nc(N2CCCC(C(=O)Nc3ccc4nc(C)c(C)nc4c3)C2)n1 (configuration not stated)
 : .	2%	-0.8%	-3%	6.3µM*	-5%	-3%	2%	-6%	0.7%	280%[activator]
CCN1CCN(C(=O)Nc2cccc3ccccc23)CC1
 : 0.9%	?	-0.2%	7%	-1%	0%	1%	-2%	-4%	0.0%	-6%
Cc1ccc(S(=O)(=O)N2CCOCC2)cc1C(=O)NC1CCCCC1
 : 0.2%[57.5 µM]	-6%	0.3%	0%	1%	6%	-5%	1%	-2%	-2.1%	1%
Cc1cnc(NC(=O)COc2ccccc2)s1
 : 0.5%[57.5 µM]	4%	-0.2%	-5%	-1%	9%	-6%	0%	-1%	0.4%	1%
Cc1ccc(Nc2nc(=O)c3cccnc3s2)cc1
 : -0.3%	9%	-2.1%	-3%	13%	-20%	-3%	11%	-2%	-1.5%	9%
O=C(Cc1cccs1)N1CCC(c2nc3c(nnn3Cc3ccccc3Cl)c(=O)[nH]2)CC1
 : -0.3%[57.5 µM]	-4%	-0.8%	4%	?	-11%	1%	-2%	-6%	12%	7%
O=C(c1ccco1)N1CCN(S(=O)(=O)c2ccc(S(=O)(=O)NC3CCCCC3)cc2)CC1
 : .	10%	1.8%	1%	4%	6%	-5%	-1%	1%	-1.9%	210%[activator]
Cc1onc(-c2c(Cl)cccc2Cl)c1C(=O)N[C@H]1C(=O)N2[C@H]1SC(C)(C)[C@H]2C(=O)O
 : -0.2%[20.6 µM]	-1%[25.6 µM]	-1.2%[34.4 µM]	-2%[20.5 µM]	-12%[17.1 µM]	13%[25.6 µM]	-3%[25.6 µM]	-1%[20.6 µM]	-1%[26 µM]	-6.7%[34.4 µM]	-8%[17.1 µM]
Cc1cc(C)c2cc(CN(CCO)C(=O)Nc3ccc(Cl)cc3)c(=O)[nH]c2c1
 : .	10%	-1.6%	-4%	9%	?	-2%	0%	-1%	2.0%	37%[activator]
O=C(O)COc1ccc(Oc2ccccc2)cc1
 : -1.7%	5%	-1.1%	-4%	-9%	1%	-10%	1%	2%	-1.5%	2%
CCc1ccc(C2CC(c3ccccc3)Nc3nc(N)nn32)cc1 (configuration not stated)
 : -1.2%	-2%	2.0%	0%	-1%	10%	1%	5%	-8%	-0.5%	.
CCOC(=O)N1CCC(NC(=O)c2ccc3nc(N4CCOCC4)sc3c2)CC1
 : -0.4%	4%	-1.0%	8%	13%	1%	-1%	0%	-1%	-0.4%	4%
Cn1c(N2CCCC2)nc2c1c(=O)n(Cc1ccc(Cl)cc1)c(=O)n2C
 : 1.0%[1.84 µM]	2%	-0.1%	-7%	?	-10%	2%	0%	-11%	-2.1%	7%
CC(NC(=O)c1cccs1)C(c1cccs1)N1CCN(Cc2ccccc2)CC1 (configuration not stated)
 : -0.1%	4%	-2.0%	-12%	?	-8%	-4%	0%	-2%	-0.9%	25%
Cc1ccc(CN2C3=NC(=O)CN3c3ccccc32)cc1
 : -1.3%	13%	-0.4%	11%	-11%	-1%	-2%	0%	-2%	0.8%	6%
O=c1cnc2cnc(Oc3ccccc3)nc2n1Cc1ccc(F)cc1
 : 1.9%	3%	-0.4%	-4%	-5%	-24%	7%	0%[9.22 µM]	-3%	1.0%	45%[activator]
CCCCn1nnc(NC(=O)COc2cc(C)ccc2C(C)C)n1
 : 0.6%	2%	-1.2%	-2%	4%	2%	-4%	4%	6%	0.4%	6%
COC(=O)c1ccccc1NC(=O)COC(=O)c1ccc(C)c(NC(=O)c2ccco2)c1
 : -3.7%	-6%	-0.4%	8%	2.5µM*	-4%	-2%	-1%	-3%	0.6%	40%[activator]
O=C(O)Cn1c(=O)oc2cc(S(=O)(=O)N3CCOCC3)ccc21
 : 0.6%	6%	0.2%	21%	-3%	-4%	-2%	.	-1%	-3.2%	.
Cc1c(C(=O)OC2CCC(C)CC2)[nH]c2c1C(=O)CCC2 (configuration not stated)
 : -0.4%	0%	0.0%	15%	?	-9%	-8%	-3%	-1%	-2.4%	.

# Carrying on.
# Results follow in this order: HBB splicing	HADH2 inhib	BRCT PPI red	Ub-GFP proteasome	CRE-bla Fsk	ALOX15 inhib	Pol III holo inh	Epigenetic mod	Hsp90 Hop PPI	BRCT PPI green	USP2a inhib
COc1ccc(N2CCN(C(c3ccccc3OC)c3nnnn3C3CCCC3)CC2)cc1 (configuration not stated)
 : .	5%	-0.8%	-7%	-11%	?	-7%	0%	-25%	-3.5%	-1%
Cn1c(SCc2nc3ccccc3c(=O)[nH]2)nnc1-c1ccco1
 : 0.6%	?	-0.3%	-2%	?	2%	-4%	2%	-4%	-0.1%	12%
Cc1nc(N)sc1Cc1ccc2c(c1)OCO2
 : -0.2%[57.5 µM]	?	1.0%	1%	3%	8%	-4%	5%	-6%	-1.0%	0%
CCOc1ccccc1NC(=O)CSc1nnc(-c2cnccn2)n1CC
 : -1.0%[0.369 µM]	4%	0.8%	.	?	4%	-3%	2%	-2%	1.2%	11%
COCCNC(=O)CCCCCN1C(=O)CCC1=O
 : -0.6%	-22%	-1.8%	0%	1%	0%	3%	8%	-3%	-1.9%	-7%
c1ccc(/C(=N/Nc2nc3ccccc3s2)c2ccccn2)cc1
 : 5.5%[9.22 µM]	4%[11.4 µM]	1.2%[15.4 µM]	0%[9.17 µM]	-4%[7.6 µM]	10%[11.4 µM]	-7%[11.4 µM]	?	-27%[11 µM]	-1.4%[15.4 µM]	.
CN1CCN(CCNC(=O)Nc2ccccc2C(F)(F)F)CC1
 : 0.4%	0%	-1.2%	-5%	1%	5%	0%	0%	2%	-2.5%	3%
O=C(Nc1ccccc1C(=O)N1CCCCC1)C1CCCCC1
 : -1.2%	6%	0.8%	13%	?	3%	-3%	-3%	-4%	0.1%	0%
COCCNc1nc2c(c(=O)n(C)c(=O)n2C)n1Cc1cccc(C)c1
 : .	1%	-0.2%	-5%	21%	4%	4%	-3%	-1%	-1.5%	11%
CC(C)OC(=O)CSc1nnc(-c2ccccn2)n1-c1ccccc1
 : -0.2%	4%	0.3%	-4%	28%	7%	-7%	-6%	?	-2.0%	2%
CCOc1ccc2cc(S(=O)(=O)n3ccnc3C)ccc2c1
 : 0.1%	?	-0.3%	3%	-3%	1%	-1%	-2%	1%	-1.0%	10%
Cc1nc2cnc(Oc3cccc(Cl)c3)nc2n(CCc2ccccc2)c1=O
 : -1.7%	-6%	0.1%	2%	?	-6%	-10%	2%[9.22 µM]	-3%	0.4%	37%
N[C@@H](Cc1cnc[nH]1)C(=O)O
 : 1.1%	-1%	1.4%	4%	0%	9%	-4%	-1%	-4%	-1.5%	0%
COc1ccccc1-n1cnc(N)c1C(C)=O
 : -4.2%[57.5 µM]	-7%	1.5%	3%	-7%	1%	5%	-2%	-5%	2.3%	7%
N#Cc1ccccc1NC(=O)c1ccc(-c2ccccc2Cl)o1
 : -0.7%	32µM*	-3.9%	-2%	15%	?	-1%	2%	2%	-1.9%	0%
CCOc1ccccc1C(=O)n1nc2nc(C)cc(C)c2c1N
 : 3.8%[1.84 µM]	17%	0.2%	0%	-11%	-5%	-2%	0%	-1%	1.7%	1%
O=C(NCCCN1CCN(c2cccc(Cl)c2)CC1)c1nc(-c2ccncc2)no1
 : 5.9%[0.369 µM]	-5%	0.1%	0%	-12%	5%	-6%	4%	-4%	0.7%	26%
O=C(O)c1cccnc1SC1CC(=O)N(c2cccc(C(F)(F)F)c2)C1=O (configuration not stated)
 : -0.8%	-29%	0.6%	6%	-2%	-5%	-4%	.	-1%	-1.8%	.
CCn1c(SCC(=O)OCc2ccccc2)nnc1-c1ccco1
 : 1.3%[57.5 µM]	7%	-3.9%	-3%	-6%	?	-2%	0%	?	-14%	8%
Oc1ccc(Cn2cc[nH]c2=S)cc1
 : 0.7%	-12%	0.8%	2%	0%	-7%	-1%	-1%	-5%	-2.3%	1%

# This is a subset; count on the stated rates, not on these rows.
